# From PubChem
# RmlC RmlD mix = RmlC and RmlD coupled enzyme inhibitors, primary screen, biochemical, 384-well, compound mixtures, retest; RmlC/RmlD coupled enzyme inhibition, 384-well mixture HTS; inhibition, % at 5.5 µM; hit rate 0.39% among 110,000; AID 1532, 2009; in the data active = inhibition above about 30%, passing the limit was not always enough; note: strong numbers were not always called active
# HIV RNase H inh = HIV-1 RT RNase H inhibitors, primary screen, biochemical, fluorescence. RT-RNase H RNA/DNA duplex cleavage. inhibition, % at 10 µM. hit rate 1.9% among 65,000; in the data active = inhibition above about 50%
# Starred values were filed as active, the others as inactive; nt = no result given.
SMILES,RmlC RmlD mix,HIV RNase H inh
COC(=O)C1=C(C)N(Cc2ccccc2)C(=O)N[C@H]1c1cccs1,7.8,nt
O=C(c1cccc(F)c1)N1CCN(c2cccc(Cl)c2)CC1,-7.6,-12.2
O=C(O)CC1S/C(=N/N=C/c2ccc(-c3ccccc3[N+](=O)[O-])o2)NC1=O (centres undefined),1.2,nt
CN(C)S(=O)(=O)c1ccc(S(=O)(=O)N(Cc2ccco2)Cc2ccccc2Cl)cc1,3.3,28.1
CSc1nc(-c2ccco2)cc(C(F)(F)F)c1C#N,-11.6,nt
CC1(C)C(=O)C2(CCCCC2)C(=O)OC1c1ccc(O)cc1 (centres undefined),1.6,-4.6
Cc1ccc(CNC(=O)c2ccc(Cl)cc2[N+](=O)[O-])cc1,-12.0,nt
CCOC(=O)c1sc(Nc2ccc(C)cc2C)nc1C,6.4,nt
COC(=O)c1sc(=S)n(-c2cc(F)ccc2F)c1N,-1.3,72.2*
COc1ccc(-c2noc(Cc3ccc(Cl)cc3)n2)cc1OC,-9.9,-24.6
Cc1cccc(NC(=O)C2(c3ccccc3)CC2(Cl)Cl)c1 (centres undefined),7.4,nt
CC(NC(=O)OC(C)(C)C)C(=O)Oc1ccc2ccc(=O)oc2c1 (centres undefined),nt,-7.9
O=C1c2ccccc2CCC1C(O)c1ccccn1 (centres undefined),-6.9,-4.0
COc1ccc(-c2cc(-c3ccc(Br)cc3)nc3ncnn23)cc1OC,-36.8,nt
Cn1nc(C(=O)NCc2ccccc2)c2ccccc2c1=O,3.7,-17.4
CCOc1ccc(Nc2nc(Cc3nnc(SCC(=O)NCc4ccco4)n3CC)cs2)cc1,6.0,28.1
Cc1ccc2cc(C(c3nnnn3CC3CCCO3)N3CCCC4(CCCCC4)C3)c(=O)[nH]c2c1 (centres undefined),nt,36.0
CCn1cc(C(=O)N2CC(C)CC(C)C2)c(=O)c2cc(S(=O)(=O)N(C)C)ccc21 (centres undefined),nt,-1.0
CCOC(=O)c1sc(NC(=O)CSc2nc(C)cc(C(F)(F)F)n2)c(C#N)c1C,-12.9,nt
COP1(=O)C=C[C@H](N(Cc2ccccc2)S(=O)(=O)c2ccccc2[N+](=O)[O-])[C@@H](C)O1 (some centres undefined),-0.9,nt
Cc1cccc(-n2c(SCC(=O)N3CCCC3)nnc2-c2ccccn2)c1C,nt,-14.7
COC(=O)c1ccc(Cn2c(CN3CCOCC3)nc3ccccc3c2=O)o1,5.8,-0.8
c1ccc2c(N3CCCCC3)nnc(N3CCCCC3)c2c1,-11.6,nt
Cc1cc(Nc2ccc(F)c(Cl)c2)n2nc(C)nc2n1,nt,-4.3

# 6 compounds picked at random from the list so far:
SMILES,RmlC RmlD mix,HIV RNase H inh
O=C1c2ccccc2CCC1C(O)c1ccccn1 (centres undefined),-6.9,-4.0
COC(=O)c1ccc(Cn2c(CN3CCOCC3)nc3ccccc3c2=O)o1,5.8,-0.8
Cc1ccc2cc(C(c3nnnn3CC3CCCO3)N3CCCC4(CCCCC4)C3)c(=O)[nH]c2c1 (centres undefined),nt,36.0
Cc1cc(Nc2ccc(F)c(Cl)c2)n2nc(C)nc2n1,nt,-4.3
CCOC(=O)c1sc(NC(=O)CSc2nc(C)cc(C(F)(F)F)n2)c(C#N)c1C,-12.9,nt
COP1(=O)C=C[C@H](N(Cc2ccccc2)S(=O)(=O)c2ccccc2[N+](=O)[O-])[C@@H](C)O1 (some centres undefined),-0.9,nt

# New compounds follow.
SMILES,RmlC RmlD mix,HIV RNase H inh
CCCc1cc(N2CCCC(C(=O)NCC)C2)n2ncnc2n1 (centres undefined),-11.9,4.0
CC[C@H](C)/C=C(C)/C=C/C1=CC2=C(Cl)C(=O)[C@@](C)(OC(C)=O)C(=O)C2=CO1,-13.3,nt
O=C(CSc1nnc(CNC(=O)c2ccccc2F)o1)Nc1ccc2c(c1)OCCO2,-12.8,2.3
CN(NC(N)=O)c1ncc(C(F)(F)F)cc1Cl,4.2,nt
Cc1nnc(NC(=O)c2cccc(S(=O)(=O)N3CCc4ccccc43)c2)s1,2.9,nt
CCn1c(SCc2ccc(C(=O)Nc3cc(C)cc(C)c3)cc2)nnc1-c1ccncc1,-11.0,nt
CCCn1nc2cc(C(=O)NCc3ccc(C)cc3)ccc2c1OCC,-0.8,nt
CCCOC(=O)c1ccc2c(c1)C(=O)N(c1ccccc1)C2=O,-11.9,-13.9
CC(C)CC1(C)NC(=O)N(CCN2C(=O)c3ccccc3C2=O)C1=O (centres undefined),-7.8,-17.4
O=C(NCC1CCCO1)c1ccc2c3n(nc2c1)-c1ccccc1CO3 (centres undefined),4.2,nt
COCCCNC(=O)c1ccc(CS(=O)(=O)c2ccc(Br)cc2)o1,6.8,-5.7
Cc1cc(NC(=O)COC(=O)C2CCN(S(=O)(=O)c3c(Cl)cccc3Cl)CC2)no1,6.2,nt
C=CCN1C(=O)C2(C(C(=O)OCC)=C(N)Oc3ccccc32)C2=C1CCCC2=O (centres undefined),-10.8,-7.7
COc1cccc(CNC(=O)C2CCN(S(=O)(=O)N3CCCCC3)CC2)c1,-7.5,-4.2
O=C(CSc1nc2cc(Cl)ccc2o1)NCCc1ccccc1,-10.6,nt
O=C(NCc1ccco1)c1cc(-c2ccc(F)cc2)on1,8.3,12.1
CC(C)OCCCNC(=O)C1CC(=O)N(C2CCCCCCC2)C1 (centres undefined),12.4,-13.8
COc1cc2[nH]c(=O)n(CCC(=O)NCc3cccnc3)c(=O)c2cc1OC,-14.2,-2.5
N#Cc1cc2c(nc1SCc1cccc(Cl)c1)CCCCC2,9.8,nt
O=C1C(Cl)=C(N2CCN(Cc3ccccc3)CC2)C(=O)N1Cc1ccccc1,2.2,nt
COc1ccc(C(=O)O)cc1S(=O)(=O)NCCCN1CCCC1=O,-17.3,0.5
CCc1nc(CNC(=O)c2cc(OC)c(OC)c(OC)c2)no1,-12.1,0.3
O=C(NC(C(=O)c1ccccc1)N1CCOCC1)c1cccs1 (centres undefined),6.1,-1.3
CC1CCCCN1S(=O)(=O)c1cn(C)c(=O)n(C)c1=O (centres undefined),9.4,nt
CC(=O)c1ccc(OCC(O)CN2CCN(Cc3ccccc3)CC2)cc1 (centres undefined),-13.8,-17.1
COc1cccc(/C=C2/SC(=O)N(CC(=O)N3CCc4ccccc4C3)C2=O)c1OCC(=O)O,12.8,nt
Cc1cccc(NC(=O)c2cc3ccccc3c(=O)o2)n1,nt,-12.0
CCc1ccccc1S(=O)(=O)Cc1ccc(C(=O)N2CCN(c3ccccc3OC)CC2)o1,3.0,1.0
COc1ccc(CC(=O)N2CCCc3ccccc32)cc1,-9.1,nt
CCCc1nc(SCC(=O)NCc2ccc3c(c2)OCO3)c2c(=O)n(C)c(=O)n(C)c2n1,nt,33.0
COc1ccc2[nH]c3nc(SC(C)C)nnc3c2c1,nt,-5.7
COc1ccc(CCNC(=O)NC2CCCCC2)cc1,25.8,nt
CCn1cc(C(=O)N2CCN(Cc3ccc4c(c3)OCO4)CC2)c2cc(OC)c(OC)cc2c1=O,-12.6,nt
CCN1CCN(C(=O)c2ccc(Cn3c(=O)[nH]c4cc(OC)c(OC)cc4c3=O)cc2)CC1,-16.5,nt
Cc1ccc(C2CC(c3ccccc3Cl)n3nc(N)nc3N2)cc1 (centres undefined),-6.9,-9.4
COc1ccccc1NC(=O)Nc1ccnn1Cc1cccs1,-6.2,-6.4
CCOC(=O)C(CC)/C(C)=N/NC(=O)c1ccccc1[N+](=O)[O-] (centres undefined),-12.7,nt
Cc1oc(-c2ccc(Cl)cc2)nc1CN1CCC(C(=O)N2CCc3ccccc3C2)CC1,nt,-3.1
COc1ccc(-c2oc3ccc(N4CCOCC4)cc3c2C#CCO)cc1,-44.0,nt
CC(C)[C@@H](C(=O)N1CCN(C(=O)OC(C)(C)C)CC1)n1cc(CCO)nn1,-26.2,nt
Cc1cccn2c(=O)c3cc(C(N)=S)c(=N)n(CCCOC(C)C)c3nc12,19.8,68.6*
CC(=O)Nc1ccc(NC(=O)CSc2nccn2Cc2ccccc2)cc1,0.3,-19.5
COC(=O)C(CC(C)C)NC(=O)c1ccc([N+](=O)[O-])c(C)c1 (centres undefined),2.7,nt
CSc1ccccc1NC(=O)c1cccs1,10.5,-10.8
COc1ncnc2c1N[C@@](C)(O)c1c(F)c(F)c(F)c(F)c1S2,-2.2,-7.5
CCOc1ccc2nc(NS(=O)(=O)Cc3ccccc3)sc2c1,9.9,nt
Cc1c(C(=O)O)oc2c3c(ccc12)OCCO3,nt,-2.1
Cc1cc(C)cc(NC(=O)Cn2c(=O)oc3cc(S(=O)(=O)N4CC(C)CC(C)C4)ccc32)c1 (centres undefined),-14.1,nt

# Whole records from above. Order of screens: RmlC RmlD mix	HIV RNase H inh
# CCOC(=O)C(CC)/C(C)=N/NC(=O)c1ccccc1[N+](=O)[O-] (centres undefined) is entered as -12.7	nt
# Cc1oc(-c2ccc(Cl)cc2)nc1CN1CCC(C(=O)N2CCc3ccccc3C2)CC1 is entered as nt	-3.1
# Cc1c(C(=O)O)oc2c3c(ccc12)OCCO3 is entered as nt	-2.1
# COc1ccc(-c2oc3ccc(N4CCOCC4)cc3c2C#CCO)cc1 is entered as -44.0	nt
# CSc1ccccc1NC(=O)c1cccs1 is entered as 10.5	-10.8

# Other entries follow:
SMILES,RmlC RmlD mix,HIV RNase H inh
O=C(Cc1ccccc1)Nc1ccc(NC(=O)c2ccco2)nc1,3.5,1.5
O=C(CSc1nc2ccccc2[nH]1)Nc1ccc(F)c(F)c1,5.7,nt
CC1(C)c2ssc(=S)c2-c2ccccc2N1C(=O)c1ccco1,7.1,-0.5
COc1cc(C(C#N)N2CCCCC2)ccc1O (centres undefined),5.4,26.2
Cc1ccccc1OCC(=O)Nc1ccccc1CO,11.0,-8.6
Cc1ccc(-n2nnc(-c3cccnc3Cl)n2)cc1,-10.8,nt
O=S(=O)(N/N=C/c1ccc2c(c1)OCCO2)c1ccc(Cl)cc1,4.2,nt
CC(=O)OCN(C#N)c1nc(N(C)C)nc(N(C)C)n1,5.6,-34.8
CCCS(=O)(=O)N1CCN(C(=O)COc2ccc(-c3ccccc3)cc2)CC1,6.6,4.2
Cc1ccc(NS(=O)(=O)c2ccc(NS(=O)(=O)c3cccs3)cc2)cc1,3.9,nt
O=C(NCc1ccccn1)[C@@H]1C[C@H]1[C@@H](NP(=O)(c1ccccc1)c1ccccc1)c1ccccc1,-12.1,nt
O=C(O)c1ccc(OC(F)(F)C(F)C(F)(F)F)cc1 (centres undefined),-7.1,-3.3
Cc1cc2cc(CN(C(=O)C3CC3)C3CCCC3)c3nnnn3c2cc1C,4.0,-24.8
COc1ccc(N2CCN(C(c3cc4cc(C)ccc4[nH]c3=O)c3nnnn3Cc3ccccc3)CC2)cc1 (centres undefined),4.3,nt
O=[N+]([O-])c1ccc(Sc2nnnn2-c2ccccc2)c(Cl)c1,3.5,nt
CCCCc1nnc(NC(=O)CSc2nc(=O)cc(N)n2-c2cccc(C)c2)s1,5.9,nt
Cn1cccc1Cc1nnc(SCC(=O)N2CCCCCC2)n1-c1ccc(F)cc1,-10.0,-1.4
Cc1cccc(N(C)c2cc(C)nc3nc(C)nn23)c1,7.8,-17.3
Cc1cc(C)cc(NC(=O)CSc2nnc(CN3CCOCC3)n2C)c1,-7.8,nt
O=C(NCCCNCc1ccccc1)c1ccncc1,18.0,-33.1
CCc1nc(Nc2ccncc2)c2oc3ccccc3c2n1,32.0,-43.0
COCCN(C(=O)Nc1ccccc1)c1ccccc1C,7.4,-9.7
CCN(CC(=O)NC(C)C)C(=O)C(CCSC)NC(=O)c1cccc(C)c1 (centres undefined),3.7,nt
CCCC(=O)C1=C(O)C(C(=O)OC)C(C)(C)CC1=Nc1cccc2ccccc12 (centres undefined),-8.1,nt
CCc1ccc2[nH]c(=O)c(CN(CCN3CCOCC3)C(=O)Nc3ccccc3F)cc2c1,nt,-15.5
Cc1cccc(N2CCN(C(=O)Cc3ccc(Br)cc3)CC2)c1C,11.0,nt
CCCc1cc(=O)[nH]c(SCC(=O)N(CC(C)C)C2CCS(=O)(=O)C2)n1 (centres undefined),10.1,-0.2
CC(=O)Nc1sc2c(c1C#N)CC(C)(C)NC2(C)C,-7.3,-12.4
CCn1c(=O)c(-[n+]2ccccc2)c(O)c2ccccc21,5.4,-9.2
O=c1[nH]c2cc3c(cc2cc1CN(CCc1ccccc1)Cc1nnnn1CC1CCCO1)OCO3 (centres undefined),21.1,nt
COC(=O)C1=C(O)/C(=C\c2ccc(CNC(=O)C(=O)Nc3ccc(C)cc3)o2)N=C1C,21.4,nt
O=C(Oc1ccc(Cl)c2ccccc12)N1CCCCC1,1.1,nt
COC1OC(CO)C(O)C(O)C1O (centres undefined),-16.6,nt
CCCCC1=CC2=CC(=O)C(C)(OC(=O)CC)C(=O)C2=CN1c1ccc(OC)cc1 (centres undefined),6.2,nt
CCc1nnc(NC(=O)CSc2nc(-c3ccccc3)cc(-c3ccc(F)cc3)c2C#N)s1,-0.9,nt
COc1cccc(-c2[nH]nc3c2C(c2ccsc2)C(C#N)=C(N)O3)c1 (centres undefined),4.4,nt
Cc1cc(=O)c(C(=O)O)cn1Nc1ccc(Cl)cc1,-12.9,nt
Nc1nnc(SCc2cccnc2)s1,16.9,-3.1
COc1ccc2c(c1)c1ccccc1n2C,143.8,-39.6
COCCNC(=O)c1nc2c(nnn2Cc2cc(C)ccc2C)c(=O)[nH]1,5.5,nt
COc1cc(CC(=O)O)c(C(C)=O)cc1OC,nt,-3.7
CC(C)NC(=O)c1onc(CSc2ccccc2F)c1C(=O)O,16.8,nt
CCNC(=O)NC(=O)COC(=O)CCCSc1nc2ccccc2[nH]1,nt,9.1
Cc1cc(NC(=O)CSc2nc(CC(C)(C)C)nc3c2c(=O)n(C)c(=O)n3C)no1,-12.4,nt
COc1ccc(/C=C/C(=O)Nc2cc(C(F)(F)F)ccc2Cl)cc1,-18.9,nt

# Not all compounds are listed. The share of hits here may be higher or lower than overall.
